Source: PubChem
TNAP inh no acc: blocks human TNAP activity with no phosphate acceptor present. 200,000 tested, 0.26% active. purified TNAP, CDP-star luminescence, 30 min. AID 1012. inhibition, % at 20 µM. P05186;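 active = tissue-nonspecific alkaline phosphatase inhibition above about 50% at 20 µM in the single-dose screen, limit read from the data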;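 note: 0% = DMSO negative control and 100% = EDTA positive control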
Target sequence (P05186 whole entry, looked up): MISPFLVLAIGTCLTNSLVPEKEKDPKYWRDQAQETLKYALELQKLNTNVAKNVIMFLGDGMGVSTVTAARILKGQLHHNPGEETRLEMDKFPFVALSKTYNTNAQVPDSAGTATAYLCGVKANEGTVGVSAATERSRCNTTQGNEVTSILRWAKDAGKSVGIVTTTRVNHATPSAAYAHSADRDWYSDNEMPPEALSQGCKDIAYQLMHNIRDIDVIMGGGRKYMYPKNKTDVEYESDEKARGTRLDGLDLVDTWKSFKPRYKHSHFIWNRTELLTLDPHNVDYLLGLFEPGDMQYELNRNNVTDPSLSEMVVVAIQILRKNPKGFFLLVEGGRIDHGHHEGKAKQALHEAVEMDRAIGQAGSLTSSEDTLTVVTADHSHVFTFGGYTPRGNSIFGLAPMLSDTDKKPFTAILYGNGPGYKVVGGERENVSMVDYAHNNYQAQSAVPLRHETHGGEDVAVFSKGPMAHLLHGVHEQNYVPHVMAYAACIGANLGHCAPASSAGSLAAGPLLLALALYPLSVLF
FLuc act counter: affects firefly luciferase, flagging false hits in luciferase stimulation screens; ATPlite luciferase biochemical, luminescence, 10 min; 0 = ATP-free wells, 1 = DMSO control; activation factor at 10 µM; 200,000 tested, under 10 active; AID 1027;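 active = luciferase activation factor, scaled between plate controls, of at least 2 with compound at 10 µM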
Target sequence (P08659 whole entry, looked up): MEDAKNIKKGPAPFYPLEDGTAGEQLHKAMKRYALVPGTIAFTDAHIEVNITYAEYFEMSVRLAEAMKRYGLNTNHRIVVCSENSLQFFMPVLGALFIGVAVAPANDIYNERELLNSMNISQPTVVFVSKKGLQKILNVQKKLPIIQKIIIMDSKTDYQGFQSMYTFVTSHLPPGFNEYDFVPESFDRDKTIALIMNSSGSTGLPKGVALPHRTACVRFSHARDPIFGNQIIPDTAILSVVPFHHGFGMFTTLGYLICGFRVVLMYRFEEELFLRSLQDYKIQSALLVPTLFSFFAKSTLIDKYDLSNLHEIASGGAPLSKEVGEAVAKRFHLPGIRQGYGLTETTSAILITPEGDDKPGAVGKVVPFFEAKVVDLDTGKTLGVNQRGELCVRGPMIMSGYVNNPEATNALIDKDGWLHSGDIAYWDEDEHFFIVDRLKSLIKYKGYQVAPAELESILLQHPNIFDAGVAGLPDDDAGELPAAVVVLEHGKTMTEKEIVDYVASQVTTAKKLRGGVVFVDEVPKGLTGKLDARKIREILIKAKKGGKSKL
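test system = cell-free luciferase reagent | medium = PBS as buffer for the ATP substrate | dosing = test compounds dosed from 2 mM stocks in 100% DMSO | incubation = 10 min at ambient temperature | detection = luminescence measurement of luciferase light output | benchmarks = low control with PBS replacing ATP, high control enzyme plus ATP without compound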
TNAP act hi DEA: increases human TNAP activity under high phosphate acceptor concentration; P05186; purified TNAP, CDP-star luminescence, 1 M DEA, 30 min; stronger effect = higher value; 0 = EDTA background, 1 = DMSO-only activity; activation factor at 20 µM; 200,000 tested, under 10 active;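 active = activation factor at least 2 at 20 µM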
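Test system – human TNAP · Doses – 20 µM single point · Incubation – 30 min, room temperature · Signal – luminescent substrate turnover signal · Read-out basis – activation factor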
PMI act: activators of human phosphomannose isomerase; P34949; purified human PMI, coupled resazurin fluorescence, 20 min; stronger effect = higher value; 1 = vehicle control, 0 substrate-free wells; 190,000 tested, 0.005% active; AID 1214; activation factor at 20 µM;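 active = activation factor of 2 or more at 20 µM, relative to plate controls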
PMI act satM6P: PMI (human) activation, high substrate | coupled PMI enzyme assay, resazurin fluorescence, 20 min; stronger effect = higher value; 1 = untreated enzyme, 0 = substrate-free blank | activation factor at 20 µM | 190,000 tested, 0.34% active | AID 1216;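 active = activation factor of 2 or more at 20 µM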
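Test system: human phosphomannose isomerase with PGI, G6PDH, diaphorase coupling enzymes / Doses: 20 µM compound, 1% DMSO / Times: enzyme reaction with compound 20 min at room temperature / Measured by: Diaphorase-driven resazurin-to-resorufin fluorescence, excitation 544, emission 590 nm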
Diaph act CS: counter-screen for diaphorase-based assays: diaphorase activators and chemical reducers | Diaphorase/resazurin coupled assay, resorufin fluorescence, 16 min; stronger effect = higher value; 1 = vehicle wells, 0 = NADH-free wells | 190,000 tested, 0.005% active | activation factor at 20 µM | AID 1229;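 active = diaphorase activity raised at least twofold by the compound at 20 µM; inactive = activation factor below 2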
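System – purified diaphorase enzyme from Clostridium kluyveri · Input – enzyme 0.07 U/mL final · Also added – final NADH 0.114 mM, resazurin 0.1 mM · Measured by – fluorescence of resorufin, 544 nm excitation, 590 nm emission · Timing – 16 min enzyme reaction, ambient temperature · Measure – resorufin increase flagging diaphorase activators or reducers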
Efa HMGR inh: E. faecalis class II HMG-CoA reductase inhibition; 190,000 tested, 0.41% active; AID 1066; inhibition, % at 10 µM; purified E. faecalis HMGR, NADPH absorbance 340 nm kinetic;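 active = inhibition above a set limit, the median over all tested compounds plus 3 SD, cut at about 9.5% in these data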;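 note: enzyme runs in reverse so mevalonate oxidation gives rising NADPH absorbance; 0% = complete reaction with DMSO and 100% = background rate lacking mevalonate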
TNAP inh hiacc: TNAP (human) inhibition, high acceptor; inhibition, % at 20 µM; AID 1135; purified TNAP, CDP-star luminescence, 1 M DEA; 200,000 tested, 0.03% active; P05186;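 active = over 50% inhibition of tissue-nonspecific alkaline phosphatase at 20 µM in the single-dose screen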;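 note: plate controls were DMSO wells for no effect and EDTA-quenched wells as full inhibition for full effect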
G6PDH CS: L. mesenteroides G6PDH inhibition counter-screen; Purified L. mesenteroides G6PDH, diaphorase/resazurin coupled fluorescence, 45 min; inhibition, % at 5 µM; 200,000 tested, 0.12% active; in the data active = inhibition above about 50%
Diaphorase inh: diaphorase inhibition or chemical oxidation counter-screen. diaphorase resazurin-to-resorufin fluorescence, NADH, 16 min; bacterial (C. kluyveri) enzyme, not human. inhibition, % at 20 µM. 190,000 tested, 0.69% active. AID 1217;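 active = primary screen inhibition at 20 µM above a set limit, cut at about 50% in these data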;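 note: plate controls were DMSO with full reaction for no effect and wells lacking NADH for full effect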
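Benchmarks: positive control wells lacking NADH, neutral wells with DMSO only. System: bacterial diaphorase enzyme (C. kluyveri). Input: 0.14 U/mL diaphorase, enzyme working solution. Detection: resorufin fluorescence, excitation 544 nm, emission 590 nm. Times: 16-min room-temperature incubation before reading.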
* = called active by the depositor; nt = no result given.

| canonical_smiles | TNAP inh no acc | FLuc act counter | TNAP act hi DEA | PMI act | PMI act satM6P | Diaph act CS | Efa HMGR inh | TNAP inh hiacc | G6PDH CS | Diaphorase inh |
| --- | --- | --- | --- | --- | --- | --- | --- | --- | --- | --- |
| CN1CCN(NC(=O)c2ccccc2F)CC1 | 0.3 | 1.1 | 1 | 1.1 | 1.1 | 1 | -2.6 | -2.6 | -0.4 | 0.9 |
| Cc1cc(C)nc(NC(=O)c2ccc3c(c2)OCO3)c1 | -12.7 | 0.4 | 1 | 0.9 | 0.9 | 0.9 | -4.0 | -4.1 | 5.5 | 13.2 |
| O=C(Nc1cnccn1)C1c2ccccc2Oc2ccccc21 | -8.3 | 1 | 1 | 0.9 | 0.9 | 0.9 | 0.7 | 2.0 | -0.2 | 9.4 |
| O=C(NC(=S)Nc1cccnc1)c1cccs1 | 2.4 | 1 | 1 | 0.9 | 0.9 | 0.7 | -0.7 | -1.6 | 7.5 | 29.6 |
| C=CCn1c(SCC(=O)NCCC2=CCCCC2)nc2ccc(Cl)cc2c1=O | -2.5 | 1.1 | 1 | 1.1 | 1 | 1 | -1.6 | -4.8 | 9.8 | 1.0 |
| O=c1c2[nH]c3ccccc3c2ncn1Cc1cccnc1 | -10.8 | 1 | 1.1 | 0.9 | 1.1 | 1 | -0.7 | -7.4 | 5.5 | -1.5 |
| COc1ccc(NC(=O)c2ccc(-c3ccccc3)cc2)cc1S(=O)(=O)N1CCOCC1 | -6.9 | 1 | 1 | 0.9 | 0.9 | 0.9 | 3.0 | -0.4 | -0.1 | 9.6 |
| CCOC(=O)N1CCN(CCC(=O)Nc2ccc(OC(F)(F)F)cc2)CC1 | -5.1 | 1.1 | 1 | 1 | 1.1 | 0.9 | 1.5 | -1.5 | 11.2 | 7.7 |
| O=C(O)c1ccc(CNC(=O)c2ccccc2NC(=O)c2ccc([N+](=O)[O-])cc2)cc1 | -8.5 | 1.1 | 1 | 1.2 | 1.2 | 1 | -5.0 | -0.2 | 3.5 | 2.8 |
| CCOC(=O)c1nnn(-c2nonc2N)c1-c1ccc(Br)cc1 | -16.3 | 1.1 | 1.1 | 1 | 1 | 0.9 | -3.9 | -7.7 | -2.1 | 10.0 |
| Cc1ccc2oc3c(c(=O)c2c1)C(c1cccs1)N(CCCN(C)C)C3=O (stereo unspecified) | -8.6 | 1 | 1 | 0.9 | 0.9 | 0.9 | nt | -0.6 | 5.5 | 9.1 |
| O=C(CSc1nnc(-c2ccncc2)o1)NCc1ccc(Cl)cc1 | -9.8 | 1.1 | 1.1 | 1.1 | 1 | 0.9 | 1.0 | -5.5 | -2.1 | 9.6 |

Sorted by the number under Efa HMGR inh (descending): some entries from above.
SMILES,TNAP inh no acc,TNAP act hi DEA,PMI act,PMI act satM6P,Efa HMGR inh,TNAP inh hiacc
CCOC(=O)N1CCN(CCC(=O)Nc2ccc(OC(F)(F)F)cc2)CC1,-5.1,1,1,1.1,1.5,-1.5
O=C(Nc1cnccn1)C1c2ccccc2Oc2ccccc21,-8.3,1,0.9,0.9,0.7,2.0
C=CCn1c(SCC(=O)NCCC2=CCCCC2)nc2ccc(Cl)cc2c1=O,-2.5,1,1.1,1,-1.6,-4.8

(cont.)
| canonical_smiles | TNAP inh no acc | FLuc act counter | TNAP act hi DEA | PMI act | PMI act satM6P | Diaph act CS | Efa HMGR inh | TNAP inh hiacc | G6PDH CS | Diaphorase inh |
| --- | --- | --- | --- | --- | --- | --- | --- | --- | --- | --- |
| COc1ccc(N=C(N(C)C)P(=O)(N(C)C)N(C)C)cc1 | -4.9 | 1 | 1.1 | 1 | 1 | 1 | -3.8 | -5.5 | 9.8 | 3.4 |
| CC1(C)CC(=O)C(C=NCC2CCCO2)=C(O)C1 (stereo unspecified) | -9.8 | 1 | 1 | 1 | 1 | 0.9 | -7.3 | -4.6 | 1.7 | 10.3 |
| CC1=CCC(Cc2nc3ccccc3o2)C1(C)C (stereo unspecified) | -5.3 | 1 | 1 | 1 | 1 | 1 | -2.8 | 1.7 | -1.9 | -2.7 |
| Cc1ccc(C)c(OCc2nc3ccc(S(=O)(=O)Nc4c(C)n(C)n(-c5ccccc5)c4=O)cc3[nH]2)c1 | -42.9 | 1 | 1 | 1 | 1.1 | 1 | 4.7 | 0.5 | -2.0 | 1.8 |
| Cc1onc(-c2ccccc2Cl)c1C(N)=O | 0.4 | 1.1 | 1.1 | 1.1 | 1.1 | 1 | 5.3 | -8.2 | 3.6 | 3.7 |
| C=CCn1c(COc2ccc(Cl)cc2)nnc1SCC(=O)Nc1ccc(S(N)(=O)=O)cc1 | -3.5 | 1 | 1 | 1 | 1 | 0.9 | -7.2 | -1.4 | 9.9 | 10.3 |
| CC(C)N1CCC(N2CCN(Cc3ccc4nsnc4c3)CC2CCO)CC1 (stereo unspecified) | -0.7 | 1 | 1 | 0.9 | 0.9 | 0.9 | -6.8 | -2.2 | 11.8 | 8.7 |
| O=C(Nc1cccc(Cl)c1Cl)C1CCN(c2ncccn2)CC1 | -12.7 | 1.1 | 1.1 | 0.9 | 0.9 | 0.9 | 0.0 | -5.8 | 10.7 | 11.1 |
| CC(C)C(=O)Nc1ccc(C(=O)NNC(=O)NC2CCCCC2)cc1 | -10.1 | 1 | 1.1 | 1 | 0.9 | 0.9 | -2.7 | -5.1 | 7.3 | 5.9 |
| N#CC1=C(N)Oc2cc(O)ccc2C1c1cccnc1 (stereo unspecified) | -12.5 | 1 | 1.1 | 1 | 1 | 0.9 | -3.7 | -6.6 | 8.1 | 7.1 |
| O=S(=O)(NCc1ccco1)c1ccc(Cl)nc1 | -9.2 | 1 | 1 | 1 | 1 | 1 | -2.8 | -3.3 | 5.8 | -1.4 |
| CCc1cc2c(NCCN3CCCCC3)ncnc2s1 | -6.4 | 1 | 1 | 0.9 | 1 | 1 | -1.1 | -2.3 | 3.3 | 2.6 |
| COc1ccc(NC(=O)C2(c3cccs3)CCOCC2)cc1 | -7.3 | 1 | 1 | 1 | 1 | 0.9 | -3.8 | -3.0 | 2.4 | 6.4 |
| O=C(CSc1nc(-c2ccco2)cc(C(F)(F)F)n1)N1CCCc2ccccc21 | -5.9 | 1 | 1 | 1 | 1 | 0.8 | -1.2 | 1.4 | -0.3 | 18.0 |
| NC(=O)C1CC(=O)N(c2ccc(OCc3c(Cl)cccc3Cl)cc2)C1 (stereo unspecified) | -8.8 | 1 | 1 | 0.9 | 0.9 | 0.8 | 1.4 | -4.9 | 8.9 | 24.9 |
| NC(=O)C(=O)N/N=C/c1c[nH]c2ccc(Br)cc12 | -13.2 | 1 | 1 | 1.1 | 1 | 1 | 2.2 | -4.0 | -7.1 | 4.3 |
| COc1ccc(CCNC(=O)C2CC(c3ccccc3[N+](=O)[O-])=NO2)cc1 (stereo unspecified) | -11.9 | 1 | 1 | 1 | 1 | 0.8 | 0.2 | 0.0 | 1.0 | 19.6 |
| Cn1nnc2cc(C(=O)NC(C)(C)C)ccc21 | -8.2 | 1.1 | 1.1 | 1 | 0.9 | 0.8 | -2.6 | -7.1 | 7.8 | 23.7 |
| O=C(Nc1ccc(S(=O)(=O)Nc2nccs2)cc1)c1ccc(N2C(=O)c3ccccc3C2=O)cc1 | 4.1 | 1.1 | 1.1 | 1.1 | 1.1 | 1.1 | -2.7 | -8.7 | 3.6 | -6.5 |
| COc1ccc(C(=O)Cn2c(=O)c(CCC(=O)O)nn3c4ccccc4nc23)cc1OC | -6.9 | 1.1 | 1.1 | 1 | 1 | 0.9 | -8.7 | -6.5 | -18.4 | 9.9 |
| O=C1Nc2ccccc2OC1CC(=O)N1CCOCC1 (stereo unspecified) | 5.3 | 1.1 | 1 | 0.9 | 1 | 1 | -4.2 | -4.4 | -2.9 | -1.5 |
| Cc1cccc(NC(NC(=O)c2ccccc2[N+](=O)[O-])C(Cl)(Cl)Cl)c1 (stereo unspecified) | -17.9 | 1.1 | 1 | 0.9 | 0.9 | 0.9 | -0.5 | -2.3 | 3.2 | 10.7 |
| O=c1cc(-c2ccccc2)[nH]c2[nH]n(-c3ccccc3)c(=O)c12 | -11.5 | 1 | 1 | 1 | 0.9 | 0.8 | -0.5 | -1.2 | 5.7 | 21.2 |
| CCCCNCC(O)(c1ccc(Cl)cc1)c1ccc(Cl)cc1 | -22.1 | 1.1 | 1.1 | 1 | 1 | 1 | 2.5 | -5.1 | 0.2 | 4.3 |
| CC1=C(C#N)C(=O)NC(=O)/C1=C/c1ccc(-c2ccc(S(N)(=O)=O)cc2)o1 | 31.2 | 1 | 0.9 | 1.2 | 0.8 | 0.6 | -6.3 | 7.6 | 14.1 | 41.4 |
| O=C(N/N=C/c1ccc(F)c(F)c1)c1cc2c(s1)-c1ccccc1CC2 | -0.8 | 1.1 | 1 | 1 | 1 | 1 | nt | -4.2 | -23.9 | -4.0 |
| CCc1ccc(NC(=O)c2ccc3nc(N)sc3c2)cc1 | 5.6 | 0.7 | 0.9 | 0.9 | 1 | 1 | -9.5 | 7.0 | -1.8 | 1.4 |
| COc1ccccc1/C=C(\NC(=O)c1ccc(OC)c(OC)c1)C(=O)Nc1cc([N+](=O)[O-])ccc1C | -5.9 | 1.1 | 1 | 1 | 1 | 1 | -4.4 | -3.4 | -9.5 | 0.0 |
| CC(C)CCN=CC1=C(O)CC(c2ccccc2)CC1=O (stereo unspecified) | -9.1 | 1.1 | 1 | 1 | 1 | 1 | 0.4 | -1.3 | -7.9 | 1.8 |
| CCn1c(COc2cccc(C)c2)nnc1SCC(=O)Nc1cccc(C(=O)OC)c1 | -5.0 | 1 | 1 | 0.9 | 0.9 | 0.7 | -2.2 | -2.0 | 1.0 | 26.1 |
| COc1ccc(C)cc1NC(=O)N1CCC(CO)(CC2CCCCO2)CC1 (stereo unspecified) | -13.0 | 1 | 1.1 | 0.9 | 1 | 0.9 | -3.1 | -7.0 | 3.2 | 8.5 |
| c1cc(Nc2ncnc3sc4c(c23)CCC4)ccn1 | -7.5 | 1 | 1 | 0.9 | 0.9 | 0.8 | -4.8 | -2.4 | 10.0 | 15.2 |
| COC(=O)c1nc(N)sc1C(C)C | -9.1 | 1.1 | 1.1 | 1.1 | 1.1 | 1 | -1.2 | -5.1 | 7.6 | -4.6 |
| Nc1cnc(Br)cc1Br | -6.6 | 1 | 1 | 1.1 | 1.1 | 1 | 0.9 | -2.3 | 2.2 | 4.8 |
| COc1ccc(C(=O)Nc2nnc(-c3ccccc3)o2)cc1OC | -25.5 | 1 | 1 | 1 | 1 | 0.9 | 0.1 | -4.2 | 12.9 | 7.3 |
| O=S(=O)(c1cccc(Cl)c1Cl)N1CCCCC1 | -7.7 | 1 | 1 | 0.9 | 0.9 | 0.9 | -13.0 | 2.9 | -13.7 | 8.3 |
